IL-2 act: activates IL-2 in a cell-based reporter assay; IL-2 activation reporter assay, cell-based qHTS; stimulated with anti-CD3/CD4/CD28 beads; in transgenic mouse T cells; activation, % (series mostly up to about 46 µM); hit rate 0.065% among 360,000; AID 652025; in the data active = activation above about 50%; inconclusive = mostly about 30% to 49%; note: 0% is about no effect
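Readout is EGFP and DsRed signal by fluorescent plate cytometry after 18 h at 37 degrees C. Transgenic mouse T cells (750/well) received compound for 60 min before bead stimulation (anti-CD3, anti-CD4, anti-CD28); memory T cells served as non-tolerant control.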
EPAC1 antagonist: antagonists of human EPAC1 | AID 720709 | Potency, µM (series often up to 115 µM), inactives show at the top dose activity change, negative = inhibition, hits mostly inhibitors | EPAC1 GEF assay, Rap1b-BODIPY-GDP exchange fluorescence | hit rate 0.14% among 360,000 | O95398;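 note: potency is the fitted concentration of half-maximal effect; plate controls were vehicle for no effect and positive control for full effect; nearly all actives have a fitted effect of over 50% in size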
PTHR1 agonist: agonists of human PTHR1 parathyroid hormone receptor; HEK293 GP2 PTHR1 cells, GloSensor cAMP luminescence, 1 h; Potency, µM (highest dose often 115 µM), for inactives: at the top dose activation, usual class: activators; hit rate 0.075% among 410,000; note: potency is the fitted concentration of half-maximal effect; nearly all actives have a fitted effect of over 55% in size; some results filed as inactive show a strong effect at the top dose; inactives centre near -15; many of its hits are not listed in these tables
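HEK-293-derived GP2 cells expressing PTHR1 and a GloSensor cAMP reporter, 3,000/well, plated overnight, given luciferin plus IBMX (each 0.5 mM as added) for 1 h at 37 °C, then compound for 1 h at 37 °C. Luminescence was read after 15 min at room temperature.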
HEK293 tox: cytotoxicity in counter-screen for GLP-1R inverse agonists | HEK293 cAMP-luciferase reporter cells, luminescence, 24 h | Potency, µM (top dose mostly 38.3 µM), for inactives: at the highest dose activity change, negative = inhibition, actives largely listed as inhibitors | hit rate 0.13% among 410,000;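 note: loss of luciferase light is scored as toxicity; potency is the fitted concentration of half-maximal effect; % is set by controls: 0 for no effect and ±100 for the full control effect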
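Step one: seed cells (200 cells/uL, DMEM with 10% Nu serum, 1% pen-strep). Step two: 12-hour incubation at 37 deg C. Step three: pin 23 nL compound, incubate 24 hr. Step four: add luciferase reagent, read luminescence 12 min later.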
GLP-1R inv ag: inverse agonists of human GLP-1 receptor; P43220; HEK293 GLP-1R CRE-luciferase, luminescence, 24 h; GLP-1R form is constitutively active; Potency, µM (titrated, usually from 38.3 µM), without a hit: at the top dose activity change, negative = inhibition, actives largely listed as inhibitors; hit rate 1.6% among 410,000; note: potency is the fitted concentration of half-maximal effect; % is set by controls: 0 for no effect and ±100 for the full control effect; nearly all actives have a fitted effect of over 55% in size
Target sequence (P43220 whole entry, looked up): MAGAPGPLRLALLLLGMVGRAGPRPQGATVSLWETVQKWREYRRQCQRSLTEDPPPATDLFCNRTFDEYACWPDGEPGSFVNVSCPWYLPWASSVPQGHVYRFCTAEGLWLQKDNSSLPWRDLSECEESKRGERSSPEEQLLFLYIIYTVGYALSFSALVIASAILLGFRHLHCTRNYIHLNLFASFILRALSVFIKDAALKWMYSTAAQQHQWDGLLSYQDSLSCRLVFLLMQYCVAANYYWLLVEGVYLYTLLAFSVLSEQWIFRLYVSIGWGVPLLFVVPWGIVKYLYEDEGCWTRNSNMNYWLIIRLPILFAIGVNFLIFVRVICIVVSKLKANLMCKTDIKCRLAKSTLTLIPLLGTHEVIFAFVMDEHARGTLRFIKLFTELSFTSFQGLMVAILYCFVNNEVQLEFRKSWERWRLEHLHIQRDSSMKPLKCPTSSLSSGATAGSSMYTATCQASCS
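Inverse agonism was detected as reduced cAMP-driven luciferase luminescence after 24 h compound treatment. The cells were HEK293 clones expressing constitutively active human GLP-1R with the reporter. Reporter-only and GPR119 cell lines served as counterscreen controls.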
GLP-1R agonist: GLP-1 receptor (human) agonism; Potency, µM (top dose mostly 45.6 µM), for the others: at the highest dose activation, usual class: activators; AID 624172; hit rate 0.007% among 380,000; HEK293 GLP-1R CRE-luciferase, luminescence, 4-6 h; cells express a hypersensitive GLP-1R form; P43220; note: potency is the fitted concentration of half-maximal effect; % of control where 0% means no effect
EPAC1 agonist: EPAC1 (human) agonism; O95398; EPAC1 agonist qHTS, biochemical assay; response scale: 100% = response to 6.5 mM cAMP; hit rate 0.073% among 360,000; Potency, µM (highest dose often 154 µM), inactives show top-dose activation, hits mostly activators; note: potency is the fitted concentration of half-maximal effect; nearly all actives have a fitted effect of over 60% in size
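Fluorescent GDP-exchange assay: 100 nM EPAC1 with 250 nM Rap1B preloaded with BODIPY-GDP and 50 uM GDP; compounds tested as concentration series, 5 min at room temperature, then read every 5 min for 30 min (ex 480/em 540 nm); normalized to 6.5 mM cAMP.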
PLK1 PBD block: inhibitors of human PLK1 polo-box domain binding. Plk1 PBD binding of FITC phosphopeptide, fluorescence polarization. hit rate 2.8% among 360,000. Potency, µM, for the others: max response, negative = inhibition, actives largely listed as inhibitors; note: potency is the fitted concentration of half-maximal effect; series mostly up to about 57 µM; % is set by controls: 0 for no effect and ±100 for the full control effect; nearly all actives have a fitted effect of over 65% in size
Target sequence (P53350 whole entry, looked up, the tested form may be a part): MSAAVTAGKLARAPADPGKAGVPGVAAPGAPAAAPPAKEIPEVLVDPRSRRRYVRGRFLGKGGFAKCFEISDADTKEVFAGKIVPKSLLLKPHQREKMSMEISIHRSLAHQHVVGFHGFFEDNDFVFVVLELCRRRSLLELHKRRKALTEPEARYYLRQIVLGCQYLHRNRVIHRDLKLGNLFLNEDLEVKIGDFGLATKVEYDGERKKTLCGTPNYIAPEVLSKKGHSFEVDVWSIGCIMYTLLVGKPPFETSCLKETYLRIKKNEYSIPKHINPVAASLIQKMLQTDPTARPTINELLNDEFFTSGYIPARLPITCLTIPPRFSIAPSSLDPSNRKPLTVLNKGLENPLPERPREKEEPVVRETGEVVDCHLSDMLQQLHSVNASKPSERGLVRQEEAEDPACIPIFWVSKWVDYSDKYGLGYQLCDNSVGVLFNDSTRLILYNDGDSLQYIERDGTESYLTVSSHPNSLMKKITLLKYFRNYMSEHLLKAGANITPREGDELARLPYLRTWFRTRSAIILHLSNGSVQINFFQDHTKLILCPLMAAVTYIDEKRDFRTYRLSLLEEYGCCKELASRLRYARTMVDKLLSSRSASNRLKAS
PI5P4K alpha inh: blocks human PI5P4K alpha kinase activity; max response, %; PI5P4Kalpha enzyme, ADP-Glo luminescence, 60 min; active compounds read low; AID 652105; hit rate 1.2% among 330,000; active = max response of -50% or lower; inconclusive = between -30% and -50%; inactive = -30% or higher; note: value at the top dose of about 77 µM; % is set by controls: 0 for no effect and ±100 for the full control effect
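qHTS, 1536-well: enzyme/substrate mix, compound by pin tool, 5 microM ATP final; RT 60 min; ADP-Glo reagents 1 (45 min) then 2 (30 min); luminescence.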
* = called active by the depositor; i = inactive; ? = inconclusive; . = no result given; [ ] = remark or other dose. Unless noted, calls come from the whole dose curve; as a rule, active = well fitted curve in the direction sought with a large enough effect; inconclusive = small, poorly fitted or top-dose-only effect, or another doubt; inactive = no such curve, though single readings can be large; an effect the other way counts as inactive or inconclusive. An excerpt, so the mix of outcomes need not match the whole.

Values run as follows: IL-2 act | EPAC1 antagonist | PTHR1 agonist | HEK293 tox | GLP-1R inv ag | GLP-1R agonist | EPAC1 agonist | PLK1 PBD block | PI5P4K alpha inh
> Cc1cc(NC(=O)NC(=O)c2ccccc2F)no1
  -2.5 | -17% | i | -13% | -16% | 11% | 2% | -14% | -1
> CC1=NNC(=O)C1CCC(=O)N/N=C(/C)c1ccc([N+](=O)[O-])cc1 (stereo not given)
  -2.6 | -7% | i | 17% | 3% | 5% | 18% | -15% | 2
> Cc1onc(-c2c(F)cccc2Cl)c1C(=O)ONC(=O)c1ccccc1
  -0.3 | 5% | -9% | -3% | 19% | 0% | -5% | -8% | -9
> COc1cccc(NC(=O)CN(C)C(=O)c2ccc(-c3cccc(C(F)(F)F)c3)o2)c1
  -5.7 | -1% | -16% | 5% | -7% | -5% | -6% | 1% | -7
> Cc1onc(-c2ccccc2)c1NC(=O)N(CCC(=O)O)Cc1ccccc1
  -3.2 | -10% | i | -6% | 14% | 14% | -7% | 1% | 1
> CC(C)(C)OC(=O)N1CCC[C@H]1c1nnc(SC/C=C/c2ccccc2)o1
  -0.5 | 5% | -22%[57.5 µM] | -12% | ? | 2% | -1% | -29% | -3
> CCS(=O)(=O)c1nc2ccccc2n1CC(=O)N1CCCCC1
  -3.8 | -16% | -22% | -18% | -4% | 3% | 6% | 1% | -5
> Brc1ccc2c(c1)C(C1=NCCN1)c1ccccc1CS2 (stereo not given)
  -2.9 | -10% | 20% | -6% | 1.4µM* | -3% | 5% | -13% | 3
> CCc1nc(SCC(=O)Nc2cc(C)ccc2OC)c2c(C)c(C)sc2n1
  -0.6 | 5% | -31%[inhibitor] | 0% | -14% | 10% | 12% | 5% | 22
> CCOC(=O)C1(CCOc2ccccc2)CCN(Cc2nccn2CC)CC1
  -0.5 | -3% | -9% | ? | 10µM* | 20% | 1% | -15% | 1
> Cc1ncn2cc(-c3ccc(Cl)cc3Cl)[nH]c(=O)c12
  2.7 | 2% | i | 0% | 27% | 14% | -5% | 6% | 2
> CC1CN(S(=O)(=O)c2cccc(C(=O)Nc3ccc4c(c3)CCC4)c2)CC(C)O1 (stereo not given)
  -3.5 | -12% | -24% | -1% | ? | 8% | 4% | -8% | 10
> COc1cc(C(=O)NCc2nnc(SCC(=O)N3CCCCCC3)o2)cc(OC)c1OC
  -1.8 | 10% | -5% | -3% | -9% | 3% | -2% | -9% | 0
> CCOC(=O)C1CCN(Cc2ccc(F)c(F)c2)CC1
  -0.4 | -7% | -13%[57.5 µM] | 7% | 4% | -1% | 4% | -8% | .
> O=C(CN1CCCC1)Nc1ccccc1Sc1ccc(Cl)cc1
  -3.1 | -4% | -14% | 10% | ? | 14% | 19% | -3% | 7
> CCOc1ccc2nc(NC(=O)CSc3ccc(Cl)cc3)sc2c1
  -0.5 | -7% | i | 5% | ? | -5% | 12% | ? | 4
> Cc1ccc(C(=O)N/C(=C/c2cn(-c3ccccc3)nc2-c2ccccc2)C(=O)O)cc1
  -0.4 | -5% | i | 6% | 9% | 0% | -10% | ? | 5
> Cc1nc2ccccc2n1CC(O)COCC1CC=CCC1 (stereo not given)
  0.0 | -11% | -52%[57.5 µM] | 10% | -15% | 14% | -1% | -4% | 11
> COc1ccccc1Cc1c(-c2ccc(OC)c(OC)c2)nc2ccc(Cl)cn12
  -0.6 | 1% | -20% | -4% | -9% | 0% | -7% | 1% | -9
> COc1ccccc1-c1cnn2c(NCc3ccccc3)cc(C)nc12
  0.0 | -23% | -34%[inhibitor] | 11% | 5% | -4% | 15% | -9% | 11
> CCN(Cc1ccncc1)C(=O)c1cccs1
  -2.6 | 5% | -33%[inhibitor][57.5 µM] | 3% | 6% | -8% | -2% | -8% | .
> COc1ccc(N2CCN(C(=O)c3ccc(C)c(Cl)c3)CC2)cc1
  -1.0 | -17% | -17%[57.5 µM] | 11% | -3% | 21% | 11% | -9% | 0
> CC(C)N(CC(N)=O)C(=O)Cc1coc2cc3c(cc12)CCC3
  -3.2 | -5% | -30% | -25% | -21% | 0% | 6% | 0% | -13
> c1ccc(-c2cc(-c3ccccc3)on2)cc1
  -1.8 | 7% | -42%[inhibitor] | -1% | -13% | -1% | -9% | 13µM* | -26
> CSCCC(NC(=O)c1ccccc1)C(=O)Nc1ccc(C)cc1 (stereo not given)
  -2.4 | -1% | -11% | 4% | ? | 6% | 4% | -3% | 5
> COC(=O)c1ccc(NC(=O)CCc2c(C)nc3c(c2C)c(=O)n(C)c(=O)n3C)cc1
  . | . | -37%[inhibitor] | 1% | 4% | -1% | . | . | .
> CC(C)n1c(C(F)(F)F)nc2cc(C(=O)N3CCCCC3)ccc21
  -0.8 | 21% | -21% | -4% | 7% | 3% | -1% | 2% | -4
> COc1ccccc1-c1csc(C(C)(NC(C)=O)c2ccccc2)n1 (stereo not given)
  -0.5 | -1% | -20% | 1% | 24% | 2% | -20% | 0% | -3
> CC1(C)CCC(=O)N(c2ccc(OC(F)(F)F)cc2)C1=O
  -2.4 | -6% | i | -11% | 3% | 2% | -4% | -7% | -2
> CC(CN1CCCCC1)OC(=O)c1ccc2c(c1)OCO2 (stereo not given)
  -0.5 | 12% | -5%[57.5 µM] | 4% | 13% | -17% | -12% | 1% | -4
> CC1CN(c2nc3c(c(=O)n(Cc4ccc(Cl)cc4)c(=O)n3C)n2C)CC(C)O1 (stereo not given)
  -1.9 | -1% | -6%[57.5 µM] | -3% | -1% | 0% | 9% | -12% | .
> Cc1cccc(CC(=O)NCC2CCCCC2)c1
  2.0 | -4% | -18% | 12% | -21% | 8% | -6% | -7% | 0
> O=C(Nc1sc(-c2ccccc2)cc1C(=O)O)c1ccccc1
  -2.2 | ? | -90%[inhibitor] | 18% | ? | -4% | -18% | ? | ?
> CCc1ccccc1N1CC(C(=O)Nc2nccs2)CC1=O (stereo not given)
  -0.9 | -2% | i | -10% | -11% | 0% | 9% | -21% | -1
> CCOC(=O)C1(Cc2cccc(OC)c2)CCN(Cc2cnc(SC)nc2)CC1
  1.5 | 12% | -11% | 9% | ? | 19% | 6% | -12% | 0
> CCOc1ccccc1NC(=O)c1ccccc1N(C)S(C)(=O)=O
  -0.5 | 9% | -44%[inhibitor][57.5 µM] | -9% | 1% | 0% | 1% | 0% | 3
> CCn1c(=O)c(NC(=O)c2ccccc2)c2n(c1=S)CCCCC2
  0.0 | 1% | -13% | 1% | -26% | 5% | 16% | -9% | 1
> CC(C)(C)c1cc(CCC(=O)NCc2ccncc2)cc(C(C)(C)C)c1O
  -4.6 | 20% | -52%[inhibitor] | -1% | -16% | 13% | 1% | -8% | 2
> Cc1occc1C(=O)NCc1nc(-c2ccc(Cl)cc2)no1
  -0.8 | -4% | -8% | 16% | ? | 6% | 5% | -6% | -4
> CC(C)Oc1ccc(C(=O)NC(=S)Nc2ccc(CN3CCOCC3)cc2)cc1
  -4.0 | -3% | -30%[inhibitor] | 5% | 6% | 6% | 3% | -4% | -4
> Cc1ccc(S(=O)(=O)NCC(=O)N(CC(=O)NC(C)(C)C)Cc2cccs2)cc1
  -2.1 | -21% | i | 4% | -7% | -10% | 17% | 0% | -6
> Cn1cc(C(=O)NCc2cccs2)c(=O)c2cc(S(=O)(=O)N3CCCC3)ccc21
  -3.7 | 0% | i | 3% | 10% | 8% | -5% | -7% | 1
> Cc1ccccc1-c1nnc(-c2ccc(Cl)cc2)o1
  -2.4 | 2% | -8%[57.5 µM] | 7% | 9% | -6% | 10% | -11% | .
> COc1ccccc1NC(=O)Cn1c(=O)n(CCc2ccccc2)c(=O)c2c3c(sc21)CN(C(C)=O)CC3
  . | . | -10% | -20% | -6% | 5% | . | . | .
> CCN(CC)c1ncnc2c1nnn2C
  -0.4 | -11% | i | -4% | 4% | 15% | 2% | 0% | 0
> COc1ccc(S(=O)(=O)N2CCOCC2)cc1NC(=O)/C=C/c1ccccc1
  0.8 | -23% | i | -17% | 10% | 16% | 12% | 7% | 5
> CN(CCCCOc1ccc(F)cc1)Cc1ccccc1
  1.4 | 16% | i | 3% | ? | 0% | 13% | -1% | 3
> COc1ccc(S(=O)(=O)CCC(=O)NCCc2ccc(C)cc2)cc1
  -1.6 | -10% | i | -17% | -15% | 3% | 10% | -23% | .
> Cc1ccc(S(=O)(=O)N2C[C@@H](C)[C@]3(C2)[C@H](O)[C@H](OC(=O)NCc2ccccc2F)C[C@H]2C(=O)N(c4ccccc4)C(=O)[C@H]23)cc1
  -2.1 | 1% | -32%[inhibitor] | 24% | ? | 0% | -4% | -8% | 6
> CCOc1ccccc1C(=O)NC1CCN(Cc2nnnn2C2CCCC2)CC1
  -0.4 | -2% | i | -10% | 7% | 18% | 4% | 0% | .
> Cc1ccc(/C=C(\NC(=O)c2ccccc2)C(=O)N2CCCCC2)cc1
  0.6 | 0% | -25% | 1% | -28% | 12% | -5% | -8% | -2
> C#CCNC(=O)C[C@@H]1C[C@@]2(C(=O)OCC)CCC=C2N(CCC2=CCCCC2)C1=O
  0.1 | 5% | -13% | 5% | -11% | -1% | 0% | -25% | -3
> CCc1nc2ccccc2c(C(=O)OCC(=O)Nc2ccc(NC(C)=O)cc2)c1C
  -0.7 | -20% | -79%[inhibitor] | -28% | 8% | 2% | 1% | -13% | -6
> OC(CSc1ccccc1Cl)CN1CCN(c2ccc(F)cc2)CC1 (stereo not given)
  -1.2 | -15% | 18%[57.5 µM] | -15% | ? | 0% | 13% | 2% | .
> O=C(C[n+]1cc(-c2ccc(Cl)c(Cl)c2)n2c1CCC2)c1cccs1
  -3.1 | -19% | 12% | -2% | -22% | 0% | 0% | -14% | -6
> COCc1cc(CN2CCCC(CNC(=O)c3ccc(F)cc3)C2)ccc1OC (stereo not given)
  -0.6 | -10% | i | 3% | -16% | 5% | 10% | -10% | 11
> Cc1cc(N2CCC(N(C)C3CCCC3)CC2)nc2cc(O)ccc12
  3.4 | -8% | i | 0% | ? | -3% | -9% | -6% | 0
> CCOc1ccccc1NC(=O)CN(C)S(=O)(=O)c1ccc(OC)c(C)c1
  -0.2 | -17% | i | 9% | -24% | 8% | 15% | -2% | .

Compound activity from PubChem.
